# Screens (PubChem)
# ABCB6 inh 2: blocks the human ABCB6 transporter; hit rate 0.19% among 360,000; fluorescence ratio to DMSO, % at 10 µM; Q9NP58; K562-ABCB6 porphyrin accumulation, flow cytometry, 1 h; active compounds read low; AID 602162;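 active = fluorescence ratio to DMSO below 75%, the collection mean minus 3 SD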;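 note: signal is porphyrin accumulated inside mitochondria; 100% equals median channel fluorescence of DMSO control wells; lower ratio means ABCB6 inhibition with less porphyrin fluorescence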
# HTR2A ag: agonists of mouse serotonin 5-HT2A receptor (HTR2A); P35363; CHO-K1 mHTR2A beta-arrestin complementation, luminescence; percent of 30 µM serotonin response; activation, % at 7.6 µM; hit rate 0.66% among 360,000; AID 624169;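 active = activation above a run cutoff, the mean activation of all tested compounds plus 3 SD, cut at about 14% in these data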;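 note: 0% = plate median of compound wells and 100% = 30 µM serotonin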
# MC4R ag barr: activates human MC4R beta-arrestin recruitment; U2OS MC4R beta-arrestin complementation, luminescence; percent of melanotan II response, DMSO zero; activation, % at 8.9 µM; hit rate 0.98% among 360,000; AID 540308;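 active = activation above a per-plate cutoff, the mean activation of sample wells on that plate plus 3 SD, cut at about 8% in these data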
# Target sequence (P32245 whole entry, looked up): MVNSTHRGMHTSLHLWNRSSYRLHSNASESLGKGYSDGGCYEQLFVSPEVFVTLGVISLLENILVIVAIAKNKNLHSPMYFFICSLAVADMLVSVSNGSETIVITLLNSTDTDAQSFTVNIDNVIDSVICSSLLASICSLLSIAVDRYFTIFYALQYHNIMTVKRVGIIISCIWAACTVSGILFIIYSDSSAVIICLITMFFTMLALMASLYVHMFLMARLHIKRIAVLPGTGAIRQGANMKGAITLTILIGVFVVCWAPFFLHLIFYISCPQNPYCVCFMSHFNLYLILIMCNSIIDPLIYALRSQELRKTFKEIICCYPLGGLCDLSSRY
# ABHD5 PLIN5 PPI: ABHD5-PLIN5 protein interaction inhibition; Split G. princeps luciferase complementation, luminescence, 4 h; inhibition, % at 4 µM; hit rate 0.78% among 360,000; AID 602281;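 active = inhibition above the mean inhibition across every tested compound plus 3 SD, cut at about 22% in these data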;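 note: 0% = DMSO only wells and the 100% control is not disclosed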
# N-glyco inh: N-linked glycosylation inhibition; reporter increase, % at 12.5 µM; D54 ERlucT glycosylation luciferase reporter, 24 h; percent of 100 nM tunicamycin response; hit rate 0.23% among 360,000; AID 588692;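 active = mean luciferase reporter signal, scaled so untreated is 0 and the glycosylation-blocking control 100, at or above a set limit in every replicate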;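 note: luciferase carries N-glycosylation sites so blocking glycosylation raises the light; 0% = median of neutral control wells and 100% = median of 100 nM tunicamycin wells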
# H9c2 protect: protects H9c2 cardiomyocytes from peroxide injury; H2O2 injury protection, ATPLite, 2 h; protection from H2O2 cell death, % at 20 µM; hit rate 0.63% among 360,000;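 active = compounds giving at least 50% protection of heart cells from peroxide-induced death in the single-dose screen, raw or plate-pattern-corrected value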;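 note: 0% = DMSO wells with peroxide and 100% = DMSO wells without peroxide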
# CaV13 ICDI inh: Disruptors of the CACNA1D IQ motif to Ca2+-dependent inactivation inhibitor domain association, primary screening, Förster resonance energy transfer in intact living …. HEK cells, CFP/YFP FRET ICDI-IQ, plate reader, 10 min; percent FRET-ratio fall versus neutral wells. hit rate 0.098% among 340,000. inhibition, % at 12.3 µM;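 active = mean replicate inhibition of at least 30% and at least 1% of replicates passing that level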;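 note: 0% = median of the neutral control wells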
# MC4R antag cAMP: human MC4R antagonism in cAMP assay. hit rate 0.48% among 360,000. inhibition, % at 6.5 µM. MC4R-expressing cells, MTII-stimulated cAMP, LANCE TR-FRET. P32245. AID 540295;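 active = inhibition above its plate's cutoff, the mean of tested wells on that plate plus 3 SD, cut at about 29% in these data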;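 note: 0% = Melanotan II alone and 100% = Melanotan II plus saturating MCL0020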
#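 System: U2OS cells stably expressing human melanocortin 4 receptor (MC4R). Reagent: Melanotan II challenge after compound preincubation. Doses: 6.5 µM. Times: 30-min compound, 1-h challenge, 1-h detection, room temperature. Measured by: TR-FRET with Eu-cAMP and labeled anti-cAMP, 671 nm. Replicates: singlicate.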
# Granule exo inh: lytic granule exocytosis inhibition; hit rate 0.66% among 360,000; TALL-104 LAMP-1 surface exposure, flow cytometry; cells stimulated with thapsigargin and PMA; inhibition, % at 10 µM; AID 651702;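 active = inhibition above about 55%, limit read from the data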
# PDI turbidity: blocks human protein disulfide isomerase activity. P07237. PDI insulin aggregation turbidity, A650, 90 min. inhibition, % at 10 µM. hit rate 0.052% among 350,000. AID 588391;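 active = mean inhibition across replicates of 30% or more, whatever share of single replicates reach that level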;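 note: absorbance from insulin aggregation driven by PDI reduction with DTT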
# Target sequence (P07237 whole entry, looked up): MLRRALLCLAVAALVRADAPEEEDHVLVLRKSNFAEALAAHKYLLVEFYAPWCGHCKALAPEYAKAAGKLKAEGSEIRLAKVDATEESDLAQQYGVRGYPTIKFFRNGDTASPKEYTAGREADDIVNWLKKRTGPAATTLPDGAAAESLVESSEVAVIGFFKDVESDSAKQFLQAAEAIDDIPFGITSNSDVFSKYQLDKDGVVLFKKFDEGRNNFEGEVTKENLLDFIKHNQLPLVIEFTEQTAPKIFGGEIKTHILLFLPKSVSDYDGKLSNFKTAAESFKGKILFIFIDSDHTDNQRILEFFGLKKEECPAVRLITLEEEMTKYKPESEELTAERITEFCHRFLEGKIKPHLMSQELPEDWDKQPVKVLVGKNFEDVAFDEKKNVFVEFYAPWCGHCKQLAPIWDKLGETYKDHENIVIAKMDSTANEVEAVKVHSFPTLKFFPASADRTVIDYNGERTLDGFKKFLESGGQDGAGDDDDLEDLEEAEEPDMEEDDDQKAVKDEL
# * = called active by the depositor; nt = not tested or not shown.
SMILES,ABCB6 inh 2,HTR2A ag,MC4R ag barr,ABHD5 PLIN5 PPI,N-glyco inh,H9c2 protect,CaV13 ICDI inh,MC4R antag cAMP,Granule exo inh,PDI turbidity
CC(C)n1cnc2c(NCc3ccccc3)cc(OCC3CCN(C)CC3)cc21,144,3,-0.7,52*,13,-11,nt,-2,0,7
CN(C)C1=NC[C@H](Cc2ccccc2)N1CCc1ccc(F)cc1,87,2,0.2,14,-1,-4,-11,8,8,-4
CC1CC(=O)N(c2ccc(C(C)C)cc2)C(=O)C1,98,4,-0.1,11,2,0,-21,2,2,8
CCN(CC)S(=O)(=O)c1cc(-c2nnc(-c3ccc(Br)cc3)o2)ccc1Cl,101,-1,0.7,1,-2,-12,-4,4,0,-6
COc1cccc(CN2CCNC(=O)C2CC(=O)NCCN2CCCCC2=O)c1 (stereo unspecified),101,6,2.2,1,3,-6,-7,-1,7,2
CC1(C)OCC(N)(CO)CO1,100,-3,-0.3,-7,2,-3,-7,7,-1,5
O=C(CSc1nnc(-c2ccncc2)o1)Nc1cc(Cl)ccc1C(=O)O,97,14,1.2,-11,2,6,-10,-3,-3,0
Cc1cccc(C)c1C(=NCCCN(C)C)c1ccccc1,95,-3,-0.8,-1,-2,-1,-5,2,-1,0
O=C(CO)N/N=C/c1c2ccccc2cc2ccccc12,93,-11,-0.9,7,4,-2,-4,-1,-2,-1
O=Nc1ccc(NO)c2ccccc12,107,5,-2.5,7,-7,-18,-6,-20,-14,-47
CN(CC(=O)NCc1ccccc1Cl)CC(=O)Nc1cccc(F)c1,108,-6,1.6,-4,-1,0,0,14,-4,1
Cc1nc(C(F)(F)F)ccc1C(=O)N1CCC1(C)C(=O)NS(=O)(=O)c1ccc(Cl)cc1 (stereo unspecified),101,3,-0.3,-9,1,10,-6,2,-2,1
Cc1cccc(C(CC(=O)NCc2ccco2)c2ccccc2)c1O (stereo unspecified),98,1,-0.2,1,-2,14,-2,6,-2,2
CC(=O)Nc1ccc(S(=O)(=O)NCCCN2CCN(Cc3ccccc3)CC2)cc1Cl,101,-8,-0.2,6,1,-4,-4,6,4,7
Cc1ccc(-n2c3c(cc(C(=O)NCC(=O)c4ccccc4)c2=O)C(=O)CCC3)cc1,98,-10,-4.1,-3,3,10,nt,4,2,-8
CCN(N=O)c1ccc(C=C2C=Cc3ccccc32)cc1,92,-6,-1.9,-2,-12,-15,-6,24,-19,6
Cc1[nH]c(=O)[nH]c(=O)c1CSCC(=O)OCC(=O)c1ccc(Br)cc1,102,-3,-1.6,-1,0,2,-5,9,14,-5
COc1ccc(C2=Nc3ccccc3N(C(=O)c3cccnc3)C2C(=O)NC2CCCC2)cc1 (stereo unspecified),nt,1,nt,6,nt,nt,-9,nt,7,nt
COc1cc(CNC(=O)c2cc3ccccc3oc2=O)cc(OC)c1OC,98,-2,-2.0,-4,4,-4,-5,5,2,-2
O=C(NCCOCCNC(=O)OCc1ccccc1)OCc1ccccc1,100,-4,-1.5,0,0,-4,-4,6,6,-1
Cc1cc(SCC(=O)OC(C)C(=O)N(C)c2ccccc2)nc2ccccc12 (stereo unspecified),99,3,2.3,4,-2,-3,-6,1,4,9
CC(C)C(c1nnnn1C1CCCCC1)N1CCOCC1 (stereo unspecified),95,9,0.2,4,0,-2,-5,6,0,8
O=C(CSc1nnc2c3c4c(sc3ncn12)CCCC4)NCc1ccco1,97,2,-0.9,2,0,13,-6,1,0,14
c1ccc(CCSc2ncnc3nc[nH]c23)cc1,99,0,-1.7,8,-9,-8,19,-5,1,0
O=C(Nc1cccc(-c2cn3cccnc3n2)c1)c1cccs1,97,8,1.1,-2,5,20,-18,8,-2,5
CCOC(=O)C(C)(C)Sc1nc2c(cnn2-c2ccc(F)cc2)c(=O)[nH]1,98,2,-0.9,-7,1,-1,-7,9,-3,1
O=C1NC(=Nc2ccccc2Cl)S/C1=C\c1ccc(C(=O)O)cc1,99,3,-1.7,1,0,9,-4,3,-14,16
CC1=Nn2c(nnc2-c2ccco2)SC1,101,1,0.7,-4,-1,5,nt,3,-1,-5
CCS(=O)(=O)c1ccc(O)c(NC(=O)NC2CCCCC2)c1,99,0,-0.2,0,1,3,-5,6,0,1
CN1CCC(=NNC(=O)c2ccc(N(Cc3ccccc3Cl)S(C)(=O)=O)cc2)CC1,89,2,-1.0,-2,0,-7,-5,1,-2,-5
O=C1CC(N2CCSCC2)C(=O)N1c1cccc(Cl)c1 (stereo unspecified),95,-1,-3.4,-9,0,-1,4,-3,-6,0
O=C(NC(=S)Nc1ccccc1N1CCOCC1)c1ccc(-c2cc(Cl)ccc2Cl)o1,101,-3,-0.6,9,-3,-2,-2,27,-4,-5
Cc1ccc(S(=O)(=O)c2nc(-c3cccs3)oc2NCc2cccnc2)cc1,102,2,-0.9,-2,-4,11,-7,4,0,1
O=C(NCC1CCOCC1)c1cc(COc2ccc(F)cc2F)on1,99,-3,-0.8,-2,1,1,-1,-3,-1,-3
Cc1ccc(Cn2c(C)c(C(=O)NCc3ccccc3C(F)(F)F)sc2=O)cc1,100,-6,0.3,-3,-2,-2,-23,14,20,-3
CSCCC(NS(=O)(=O)c1ccccc1F)C(=O)NCC(C)(C)N1CCOCC1 (stereo unspecified),100,2,0.1,7,0,0,-5,0,-2,-8
O=C(COC(=O)c1cccnc1SCC(=O)NCc1ccccc1)NCc1ccccc1,96,-1,0.1,0,5,-1,-6,-4,-2,-3
Cc1ccccc1C(=O)Nc1ccccc1-n1cccc1,98,-5,-1.1,3,2,-4,-9,2,-2,-4
CN(Cc1ccccc1)S(=O)(=O)c1ccc(Cl)c(C(=O)N2CCOCC2)c1,93,4,-0.7,-8,-1,1,-5,4,-9,0
COCCn1c(SCC(=O)Nc2ccccc2F)nc2c([nH]c3ccccc32)c1=O,97,0,-2.4,3,nt,-2,-6,3,1,-3

# With a hit mark in ABHD5 PLIN5 PPI, among the entries above:
SMILES	ABCB6 inh 2	HTR2A ag	MC4R ag barr	ABHD5 PLIN5 PPI	N-glyco inh	CaV13 ICDI inh	MC4R antag cAMP	Granule exo inh	PDI turbidity
CC(C)n1cnc2c(NCc3ccccc3)cc(OCC3CCN(C)CC3)cc21	144	3	-0.7	52*	13	nt	-2	0	7

# (cont.)
SMILES,ABCB6 inh 2,HTR2A ag,MC4R ag barr,ABHD5 PLIN5 PPI,N-glyco inh,H9c2 protect,CaV13 ICDI inh,MC4R antag cAMP,Granule exo inh,PDI turbidity
O=C(Cc1ccccc1)NNC(=O)c1ccc(NC(=O)c2ccccc2)cc1,103,-2,0.3,-3,-2,-13,11,24,2,-7
O=C(c1ccc(Cl)cc1)c1nnc(-c2ccncc2)o1,107,-1,3.6,-3,1,-25,-7,3,-1,-3
CCOc1ccc(OCC)c(NC(=O)c2ccc(CNc3c(N4CCCC4)c(=O)c3=O)cc2)c1,95,0,-1.6,-5,3,0,-4,6,-2,3
C(#Cc1ccccc1)C[N+]1(CC#Cc2cccc3ccccc23)CCOCC1,98,-1,-2.1,18,7,-6,-4,6,1,3
COc1ccc(N2C(=O)CC(N3CCN(Cc4ccc5c(c4)OCO5)CC3)C2=O)cc1 (stereo unspecified),96,0,-2.0,1,0,-1,-3,2,-5,-53
Cc1ccc(N2CCN(C(=O)C(=O)c3ccc(F)c(F)c3)CC2)cc1,nt,6,nt,-14,nt,nt,-7,nt,0,nt
Cc1cccc(Nc2nc(N)c([N+](=O)[O-])c(N3CC(C)OC(C)C3)n2)c1 (stereo unspecified),102,3,6.6,-1,-3,-6,-19,1,12,-8
C=CCOC(=O)C1C(=O)CC(C)(O)C(C(=O)OCC=C)C1c1ccc(OCC)cc1 (stereo unspecified),99,6,-0.7,3,1,2,-7,9,-1,-4
COc1ccc(C2C(=O)NN=C2C)cc1 (stereo unspecified),97,3,-0.7,-2,-2,2,-10,-4,-6,-1
CN(C(=O)c1ccno1)c1nnc(-c2cnccn2)s1,90,1,-0.4,-9,2,4,-4,-1,0,-2
Cc1ccc(C(=O)OCC(=O)c2ccc(S(=O)(=O)N3CCCCC3)cc2)o1,98,2,-4.2,1,-1,4,-15,1,2,0
Cc1ccn(-c2ccc(NC(=O)c3cccs3)cc2)n1,97,-1,0.0,-11,-8,-17,-3,12,-4,-8
CCC1CCCCN1Cc1nc2c(c(=O)n(C)c(=O)n2C)n1CCCc1ccccc1 (stereo unspecified),97,3,2.1,-2,-8,11,-6,4,0,nt
N#Cc1ccc(C(=O)NNC(=O)c2cccc(S(=O)(=O)N3CCOCC3)c2)cc1,96,4,0.6,2,4,-3,-3,-4,5,15
O=C(NCCc1cccc(Cl)c1)c1ccc(OC2CCN(Cc3ccccn3)CC2)cc1,93,-7,-2.2,0,-16,-3,-5,-3,-3,6
Cc1ccc(C(=O)N2CCCC2(C)C(=O)NCC(C)C)cc1F (stereo unspecified),100,-2,0.3,4,2,-1,-13,-2,-3,15
CCOc1ccc(-c2nn[nH]n2)cc1OCC,99,-1,0.2,3,1,-5,-5,11,0,-2
CC(=O)Nc1ccc(S(=O)(=O)Nc2ccc(-c3ccc4nnc(C)n4n3)cc2)cc1,101,0,-3.6,0,2,6,1,3,2,2
COc1ccc(C(=O)NCC(=O)NCC2COc3ccccc3O2)cc1 (stereo unspecified),93,-2,1.1,-3,1,4,-4,9,-1,-4
O=C(Cc1ccc(F)cc1)OCN1C(=O)c2ccccc2C1=O,101,3,-2.9,4,-1,1,-1,-1,-3,-10
COc1ccc(C(=O)NCC(=O)N2CCC3(CC2)NCCc2[nH]cnc23)cc1,98,2,-0.9,7,-1,-3,-7,6,0,1
CCOc1ccc(NC(=O)CC2C(=O)N(c3ccc(OC)c(Cl)c3)C(=S)N2C2CC2)cc1 (stereo unspecified),93,12,-0.3,2,11,6,nt,5,5,-3
CNS(=O)(=O)c1cccc(C(=O)OCC(=O)N2CCc3ccccc3C2)c1,109,0,-2.6,-3,1,-4,-3,5,-2,-2
Cc1cc(C)n(CCc2nc(-c3ccco3)cs2)n1,95,-2,-2.4,10,-2,15,-6,-2,0,2
COc1ccc(-c2noc(CNC(=O)C(C)Oc3ccccc3)n2)cc1 (stereo unspecified),99,-3,0.9,0,-2,-3,-1,-4,-4,-3
O=C(COc1ccc(S(=O)(=O)N2CCCCC2)cc1Cl)N1CCCC1,171,12,-1.6,2,1,-1,-4,9,-1,-5
NC(=O)c1cc([N+](=O)[O-])cc2c1C=Cc1ccccc1O2,97,0,-1.5,0,-1,0,-1,2,-4,-8
Cc1ccc(C(=O)NC(=S)Nc2cccc3c(C)cc(C)nc23)cc1,97,2,-3.2,1,-2,-2,-6,0,1,-7
